EBI2 antag – EBI2 (human) antagonism | 360,000 compounds, 0.81% hits | AID 651636 | inhibition, % at 5 µM | P32249 | EBI2 beta-arrestin recruitment, luminescence, 7a,25-OHC stimulated; in the data active = inhibition above about 38%;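 also: enzyme fragment complementation signal reports receptor beta-arrestin coupling in cells; 0% = agonist plus DMSO wells and 100% = wells without agonist; some results beyond the cut were filed as inactive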
Target sequence (P32249 whole entry, looked up, the tested form may be a part): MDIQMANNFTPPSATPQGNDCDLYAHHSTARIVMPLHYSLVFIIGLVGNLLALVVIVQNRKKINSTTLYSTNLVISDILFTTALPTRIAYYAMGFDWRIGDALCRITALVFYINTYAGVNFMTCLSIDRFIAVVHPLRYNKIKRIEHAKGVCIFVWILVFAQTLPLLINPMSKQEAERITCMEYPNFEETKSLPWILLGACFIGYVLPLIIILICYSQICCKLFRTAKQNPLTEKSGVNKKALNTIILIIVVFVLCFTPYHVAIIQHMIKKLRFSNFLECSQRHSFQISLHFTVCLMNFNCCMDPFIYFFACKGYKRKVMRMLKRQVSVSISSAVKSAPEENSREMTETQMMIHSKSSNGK
Gli-Sufu antag – blocks Gli-Sufu signaling in a luciferase reporter. Sufu-KO-LIGHT fibroblasts, Gli luciferase reporter luminescence. inhibition, % at 5 µM. 340,000 compounds, 0.74% hits. AID 588413;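 active = inhibition above about 55%, limit read from the data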;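 also: 0% = DMSO-treated cells and 100% = wells with medium but no cells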
697 NFkB inh – inhibitors of the PMA/ionomycin-induced NF-kB reporter in 697 B cells. 697 B-cell NF-kB luciferase reporter, 16 h. inhibition, % at 4 µM. 330,000 compounds, 0.33% hits. AID 435022; in the data active = inhibition above about 35%
Jurkat NFkB inh – lowers PMA/ionomycin-induced NF-kB signal in Jurkat cells; PMA/ionomycin-induced NF-kB luciferase reporter, luminescence; inhibition, % at 4 µM; 330,000 compounds, 0.53% hits; AID 435003
UBC13 inh – inhibitors of human UBC13 polyubiquitin chain formation; P61088; TR-FRET; inhibition, % at 20 µM; 330,000 compounds, 0.47% hits; AID 485273; in the data active = inhibition above about 45%, passing the limit was not always enough
CCR6 antagonist – blocks CCL20-driven beta-arrestin recruitment at human CCR6; CHO-K1 CCR6 PathHunter beta-arrestin, luminescence, CCL20-stimulated; inhibition, % at 20 µM; 340,000 compounds, 0.49% hits;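 active = compounds whose inhibition of the agonist-driven luminescence signal at 20 µM reaches about 50%, limit read from the data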;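 also: cells stimulated with CCL20 at 14 nM final; plate controls were DMSO with CCL20 for no effect and DMSO without agonist for full effect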
Target sequence (P51684 whole entry, looked up): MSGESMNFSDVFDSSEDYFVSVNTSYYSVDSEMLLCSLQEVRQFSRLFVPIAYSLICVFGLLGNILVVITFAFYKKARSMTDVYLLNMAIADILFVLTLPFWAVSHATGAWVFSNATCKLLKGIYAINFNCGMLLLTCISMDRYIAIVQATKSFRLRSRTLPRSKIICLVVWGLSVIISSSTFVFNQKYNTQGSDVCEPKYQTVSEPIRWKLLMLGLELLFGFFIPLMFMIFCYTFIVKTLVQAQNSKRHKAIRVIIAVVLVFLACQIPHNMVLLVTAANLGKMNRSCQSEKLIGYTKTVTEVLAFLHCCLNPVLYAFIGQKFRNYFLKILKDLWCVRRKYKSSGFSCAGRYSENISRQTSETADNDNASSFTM
SENP8 inh – blocks the human protease SENP8. 330,000 compounds, 1.2% hits. purified SENP8, Z-RLRGG-aminoluciferin cleavage, luminescence. inhibition, % at 10 µM
Target sequence (Q96LD8 whole entry, looked up): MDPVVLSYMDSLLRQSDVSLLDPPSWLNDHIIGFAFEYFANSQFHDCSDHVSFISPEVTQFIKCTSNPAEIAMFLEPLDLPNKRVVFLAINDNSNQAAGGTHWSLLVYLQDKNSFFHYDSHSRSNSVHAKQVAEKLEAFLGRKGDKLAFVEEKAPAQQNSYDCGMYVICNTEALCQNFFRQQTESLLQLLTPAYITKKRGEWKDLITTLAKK
Apaf-1 inh – inhibitors of human Apaf-1 apoptosome. reconstituted apoptosome caspase-3 activity, DEVD-Rh110 fluorescence. inhibition, % at 20 µM. 330,000 compounds, 0.71% hits. AID 489030; active = inhibition of at least 40% at 20 µM;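 also: plate controls were DMSO wells for no effect and DEVD-CHO caspase inhibitor wells for full effect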
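Material: reconstituted apoptosome with Apaf-1, cytochrome c, caspase-9, procaspase-3, dATP; medium: pH 7.5 Hepes buffer with CHAPS, BSA, DTT; also added: cytochrome c and DEVD-Rh110 substrate; timing: 30 min plus 50 min, RT; signal: Rh110 fluorescence intensity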
* marks the source's active call; other numbers are inactive results; i = inactive; / = no result given. Rule as the data show it, unless noted: active = inhibition above about 50%; inactive = the rest.

Each structure is followed by: Apaf-1 inh	SENP8 inh	UBC13 inh	CCR6 antagonist	Gli-Sufu antag	EBI2 antag	697 NFkB inh	Jurkat NFkB inh
COc1ccc(C2=NCC(CSc3nnnn3C)S2)cc1 (stereo unspecified)
 : 1	-2	-4	3	-18	-4	-14	-16
Cc1ccccc1NC(=O)c1ccccc1O
 : -13	-9	4	-3	-15	-8	19	2
COc1ccc(CNC(=O)c2cccc3c2C(=O)N(CC2CCCO2)C3)cc1 (stereo unspecified)
 : 2	5	0	3	-3	3	27	2
CCNC(=O)COC(=O)c1ccc(-n2nc(C)cc2C)cc1
 : -4	8	-1	-14	19	1	-6	2
COc1ccc2c(c1)sc1nc(-c3ccccc3)cn12
 : 24	96*	5	1	54	40*	-101	41
COCCNC(=O)Cn1nc(-c2ccccc2C)ccc1=O
 : -10	20	2	-5	-1	-5	6	14
CCOc1cccc(/C=N/NS(=O)(=O)c2ccc(C)c([N+](=O)[O-])c2)c1O
 : -3	7	0	12	23	-11	16	-14
Cc1csc2c(=O)sc(NC(=O)c3cccs3)nc12
 : -1	-8	11	0	4	-5	-6	5
Cc1cc(/C([O-])=C(/C(=S)Nc2ccc(F)cc2)[n+]2ccccc2)c(C)n1-c1ccc(F)cc1
 : 18	-1	-20	3	-2	-1	-11	-18
O=C(OCC(=O)N1CCCCC1)c1n[nH]c(=O)c2ccccc12
 : i	-6	3	1	-1	7	-5	8
CCCc1nc(SCc2ccc(OCC)cc2)n[nH]1
 : 1	-5	-11	3	6	-1	-21	-9
N/C(CN1CCCCC1)=N\S(=O)(=O)c1cc(Cl)cc(Cl)c1
 : -7	-4	-2	-8	-9	-12	-12	-16
CCOCCCNC(=O)C1(O)c2cc(Br)ccc2NC(=O)N1c1ccc(OCC)cc1 (stereo unspecified)
 : -2	-2	4	5	6	-9	18	8
C=CCNc1nc(Nc2ccc(Cl)cc2)nc(OC)n1
 : 4	-14	-4	3	-18	2	-25	-20
COc1cc(/C=C/C(=O)O)ccc1S(=O)(=O)N1CCCc2ccccc21
 : 2	7	-3	12	-7	-9	12	2
COc1ccc(S(=O)(=O)N(C)c2ccc(C(=O)N3CCC(C(N)=O)CC3)cc2)cc1OC
 : 1	-3	7	7	2	-9	13	21
CSc1nnc(NC(=O)c2nc(S(=O)(=O)Cc3ccccc3)ncc2Cl)s1
 : -2	-6	28	-16	11	13	-25	6
CCOc1ccccc1NC(=O)CSc1nnc(-c2cccnc2)o1
 : 8	-5	5	9	-12	-3	-4	-8
O=[N+]([O-])c1ccccc1OCC(O)CNC1CCCC1 (stereo unspecified)
 : -27	3	12	7	5	-4	15	6
CCN1C(=O)[C@H]2[C@@H](c3ccc(C)cc3)N3C(=O)N(c4cccc(Cl)c4)C(=O)[C@@]3(Cc3ccccc3)[C@H]2C1=O
 : 15	-14	5	0	1	5	-6	9

Arranged by the number under Jurkat NFkB inh (high to low): 4 from the list above.
SMILES	SENP8 inh	UBC13 inh	CCR6 antagonist	EBI2 antag	697 NFkB inh	Jurkat NFkB inh
COc1ccc(S(=O)(=O)N(C)c2ccc(C(=O)N3CCC(C(N)=O)CC3)cc2)cc1OC	-3	7	7	-9	13	21
COc1ccc(CNC(=O)c2cccc3c2C(=O)N(CC2CCCO2)C3)cc1 (stereo unspecified)	5	0	3	3	27	2
CCCc1nc(SCc2ccc(OCC)cc2)n[nH]1	-5	-11	3	-1	-21	-9
C=CCNc1nc(Nc2ccc(Cl)cc2)nc(OC)n1	-14	-4	3	2	-25	-20

Continuation:
Each structure is followed by: Apaf-1 inh	SENP8 inh	UBC13 inh	CCR6 antagonist	Gli-Sufu antag	EBI2 antag	697 NFkB inh	Jurkat NFkB inh
COc1ccccc1N1CCN(C(=O)CCNS(=O)(=O)c2cc(Br)cnc2N)CC1
 : 3	-6	0	10	-4	-5	-6	4
CCN(CC)c1ccc(/C=N/NC(=S)NCc2ccccc2)c(O)c1
 : 19	-1	-5	16	19	2	-4	8
CCCCN(CCCNC(=O)C1CCCN(S(=O)(=O)CCC)C1)Cc1ccccc1 (stereo unspecified)
 : -1	5	4	11	10	-2	-6	-9
Cn1cc(/C=N/NC(=O)COc2ccccc2[N+](=O)[O-])c2ccccc21
 : 1	1	7	10	-6	-8	8	-29
COC(=O)c1ccncc1C(=O)Nc1ccc(F)cc1
 : 2	-11	-6	19	1	0	6	2
O=C(c1sc(N2CCOCC2)nc1-c1ccccc1)N1CCCCC1
 : 8	-7	-7	-7	-6	1	14	5
O=C(O)c1ccc(NC(=O)c2cn(-c3ccccc3)nc2-c2ccc(F)cc2)cc1
 : -9	1	-6	0	-26	4	-39	-3
COC(=O)c1[nH]c2ccc(Cl)cc2c1NC(=O)C1CC1
 : -6	-6	3	12	1	-5	-4	11
COc1ccccc1C(=O)OCC(=O)c1ccc(CNC(C)=O)s1
 : -10	-5	10	1	-11	-9	15	-4
O=C(COC(=O)c1cc(S(=O)(=O)N2CCOCC2)c(Cl)cc1Cl)c1ccc[nH]1
 : 2	9	-3	-20	-2	-7	-8	10
CNCCCNC(=O)c1ccc(/C=N/O)nc1
 : -2	-6	3	-1	-2	5	6	-1
Cc1cc(/C=C(\C#N)C(=O)Nc2ccccc2)c(C)n1-c1ccc2c(c1)OCO2
 : 7	0	5	10	-29	28	7	7
C/C(=N\NC(=O)Cn1nc(C)c([N+](=O)[O-])c1C)c1ccc(Cl)s1
 : -1	5	-3	5	4	-7	13	3
O=S(=O)(c1ccc(=S)[nH]c1)N1CCCC1
 : -1	2	14	-7	12	-21	5	11
O=C(/C=N/O)NCC1CCNCC1
 : -2	-12	-2	5	-3	-2	-6	-13
CCCNC(=O)NC1CCCCCCC1
 : -11	-12	-13	3	-1	-4	-17	-4
CCOC(=O)N1CCC(NC(=O)c2csc3c2CCCC3)CC1
 : 7	-17	2	8	2	-4	15	3
O=C(O)c1c2c(nc3ccc(S(=O)(=O)N4CCC(C(=O)NC5CCCC5)CC4)cc13)CCCCC2
 : 0	6	-3	-11	0	7	12	-15
Brc1cccc(CN2CCN(c3ncccn3)CC2)c1
 : -3	-12	-8	12	6	-6	-22	-15
O=S(=O)(c1ccc(Oc2ccc3oc4ccccc4c3c2)nc1)N1CCCC1
 : -2	0	1	7	10	-4	12	7

(further entries)
Each structure is followed by: Apaf-1 inh	SENP8 inh	UBC13 inh	CCR6 antagonist	Gli-Sufu antag	EBI2 antag	697 NFkB inh	Jurkat NFkB inh
CCCc1cc(=O)oc2cc(OC(C)C(=O)NCCCn3ccnc3)ccc12 (stereo unspecified)
 : 1	-1	2	-2	-13	-9	-28	2
Nc1cc(N)nc(SCCOc2ccccc2F)n1
 : 13	-9	-6	-6	-76	-7	-33	-40
Cc1cccc(OCCSc2ncnc3nc[nH]c23)c1
 : 3	-10	8	2	2	0	-24	2
Cn1c(=O)[nH]c(=O)c2c1nc(Sc1nc3ccccc3s1)n2Cc1ccccc1
 : 8	9	3	68*	14	17	13	-3
CCCN1CCN(CCCNC(=O)c2ccc3nc(N4CCC(C)CC4)sc3c2)CC1
 : 19	-18	9	10	/	-9	-68	-34
O=C(CSc1nccc(=O)[nH]1)N1CCN(c2ccccc2)CC1
 : 9	-5	5	1	0	-9	-5	-17
S=C(NCC1CCCO1)NC1CCCCC1 (stereo unspecified)
 : 0	-7	8	-2	-1	-18	7	-2
CCOC(=O)C1=C(COC(=O)CCc2ccc(CC)cc2)NC(=O)NC1C (stereo unspecified)
 : 0	-4	4	12	-1	-1	20	-4
O=C(CSc1ncnc2ccccc12)N1CCNC1=O
 : -1	-5	6	0	-12	3	-17	8
CCC(C)NC(=O)Nc1ccc(Br)cc1Cl (stereo unspecified)
 : -4	-10	4	10	-7	1	-15	10
COc1ccc(C(=O)N(C)CC(O)c2ccccc2)cc1OC1CCN(C(C)=O)CC1 (stereo unspecified)
 : 1	-4	0	-3	8	-8	14	-12
CCN1CCN(C(=O)c2cc(COc3c(C)cccc3C)on2)CC1
 : -7	6	1	13	5	-1	-8	-9
Cc1c(-c2ccc(F)cc2)[n+](=O)c2c(n1[O-])CCCCC2
 : -6	-9	-14	14	6	-5	11	0
CCCOc1ccc(OCCSc2nnc(N)s2)cc1
 : 13	-13	0	-1	-14	/	-9	-15
Cc1ccc(NC(=O)COC(=O)c2ccccc2F)cc1S(=O)(=O)N1CCCCC1
 : 17	-4	0	8	-1	5	-7	11
CCc1ccc(CN(C)Cc2nc(COc3ccccc3)no2)nc1
 : 2	0	10	3	2	-1	-4	15
CC(C)c1ccccc1NC(=O)C1C2C=CC(C2)C1C(=O)O (stereo unspecified)
 : -7	-8	6	6	-22	-4	14	9
Cc1ccccc1-c1nc(CS(=O)(=O)CC(=O)Nc2cc(F)ccc2F)c(C)o1
 : 19	-1	9	6	22	-3	-4	9
O=C(CCN1C(=O)C2C3C=CC(C4CC34)C2C1=O)Oc1cccc2cccnc12 (stereo unspecified)
 : -1	6	-2	24	6	-9	5	5
C/C(N)=C(/C#N)C(=O)CN1C(=O)NC(Cc2c[nH]c3ccccc23)C1=O (stereo unspecified)
 : -3	2	5	5	2	-5	13	-8

Remaining list, next part:
Each structure is followed by: Apaf-1 inh	SENP8 inh	UBC13 inh	CCR6 antagonist	Gli-Sufu antag	EBI2 antag	697 NFkB inh	Jurkat NFkB inh
COc1ccc(NC(=O)C(c2ccc(C)cc2)N(C)C(=O)c2cnccn2)cc1 (stereo unspecified)
 : 7	-8	-4	-6	-3	1	-3	-13
Cc1ccnn1CCC(=O)N1CCCC(Nc2ccc(F)c(F)c2)C1 (stereo unspecified)
 : 0	-2	-6	-9	33	-4	-38	-1
COC(=O)c1cc(C(=O)OC)n(Cc2ccc(F)cc2)n1
 : 5	-4	-4	12	5	-8	3	-14
CC1C/C(=N\NC(=S)NCc2ccccc2)CC(C)(C)C1 (stereo unspecified)
 : 30	-6	1	-9	3	21	-16	9
C=CCSc1nnc(-c2cccnc2)o1
 : 0	-14	-17	-9	-12	0	-15	-20
Cc1cc(C)c(NC(=O)COC(=O)c2ccc([N+](=O)[O-])s2)c(C)c1
 : 18	-15	-11	-6	3	-3	-4	-4
CC1Cc2ccccc2N1C(=O)COC(=O)C1(c2ccccc2F)CCCC1 (stereo unspecified)
 : 9	-2	17	12	8	8	32	2
CCOC(=O)N1CCC(n2c(SCC(=O)Nc3ccccc3OC)nc3ccccc3c2=O)CC1
 : 9	-15	-1	24	13	18	-8	7
Cc1ccc(-n2ncc(C(=O)O)c2C2CCN(C(=O)OC(C)(C)C)CC2)cc1
 : 7	1	3	1	4	-6	31	13
COc1ccc(C(=O)NNC(=O)CSc2nc3c([nH]2)c(=O)n(C)c(=O)n3C)cc1
 : -10	5	2	-6	5	-3	4	8
Cc1ccc(O)c(NC(=S)NC(=O)Cc2ccc(Cl)cc2)c1
 : 5	-2	1	3	32	-3	-10	3
Cc1ccc(C(=O)NNC(=O)Cc2ccccc2)cc1
 : -1	1	4	-9	-11	18	3	-7
CCCC(C)NC(=O)CSc1nnc2ccccn12 (stereo unspecified)
 : -6	-11	-1	10	2	-1	-11	-5
Cc1cc(=O)oc2cc(OCC(=O)NCCc3nc4ccccc4[nH]3)ccc12
 : -7	5	-8	-1	1	-1	17	10
O=C(/C=N/O)NCCN1CCCCC1
 : -17	-5	-1	3	1	4	8	12
CCCN1Cc2cccc(C(=O)NCc3ccccc3OC)c2C1=O
 : 7	0	1	17	4	-5	6	-2
Cc1cccc(NC(=O)CSCc2cc(=O)n3nc(C4CC4)sc3n2)c1
 : -11	-3	5	9	-19	-13	-3	1
COc1ccc(C(CCNCc2ccc(OC)c(OC)c2)c2ccc(F)cc2)cc1 (stereo unspecified)
 : 3	-9	14	8	2	-6	-4	12
COc1ccc(CNc2ncnc3cc(OC)c(OC)cc23)cc1
 : -4	2	6	-6	2	7	23	0
CCCN1CCC(N2CCCC(C(=O)O)C2)CC1 (stereo unspecified)
 : -4	3	3	-3	5	3	6	3
O=C(N/N=C\c1cccc(F)c1)c1ccc(-c2ccccc2)cc1
 : -8	-11	-5	6	-16	-5	5	8
OCC1(Cc2ccc(F)cc2F)CCCN(Cc2ccc(Cl)cc2)C1 (stereo unspecified)
 : 12	-5	2	7	38	3	-4	0
Cc1cc(N/N=C/c2cccc(F)c2)nc(NCc2ccccc2)n1
 : 8	-29	9	-6	-10	16	8	-4

Bioassay records (PubChem)

Only part of the results is shown; the hit share may differ from the screen's.
